Screening data (PubChem BioAssay)
Pol eta inh: blocks human DNA polymerase eta activity | Q9Y253 | recombinant Pol eta, fluorescent DNA replication assay | Potency, µM (series often up to 114 µM), without a hit: at the highest dose activity change, negative = inhibition, hits mostly inhibitors | 390,000 compounds, 1.2% hits; also: % is scaled to controls: 0 for no effect and ±100 for the full control effect
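Pol eta (10 nM) was preincubated with compounds for 15 min at room temperature, after which fluorescent replication substrate (50 nM final) was added to start the reaction. Fluorescence was read kinetically at 0 and 10 min.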
POLI inh: blocks human DNA polymerase iota activity. Q9UNA4. Pol iota fluorescent replication assay, 10 min. Potency, µM (doses to about 115 µM), for inactives: top-dose activity, negative = inhibition, hits mostly inhibitors. 390,000 compounds, 1% hits
Target sequence (Q9UNA4 whole entry, looked up): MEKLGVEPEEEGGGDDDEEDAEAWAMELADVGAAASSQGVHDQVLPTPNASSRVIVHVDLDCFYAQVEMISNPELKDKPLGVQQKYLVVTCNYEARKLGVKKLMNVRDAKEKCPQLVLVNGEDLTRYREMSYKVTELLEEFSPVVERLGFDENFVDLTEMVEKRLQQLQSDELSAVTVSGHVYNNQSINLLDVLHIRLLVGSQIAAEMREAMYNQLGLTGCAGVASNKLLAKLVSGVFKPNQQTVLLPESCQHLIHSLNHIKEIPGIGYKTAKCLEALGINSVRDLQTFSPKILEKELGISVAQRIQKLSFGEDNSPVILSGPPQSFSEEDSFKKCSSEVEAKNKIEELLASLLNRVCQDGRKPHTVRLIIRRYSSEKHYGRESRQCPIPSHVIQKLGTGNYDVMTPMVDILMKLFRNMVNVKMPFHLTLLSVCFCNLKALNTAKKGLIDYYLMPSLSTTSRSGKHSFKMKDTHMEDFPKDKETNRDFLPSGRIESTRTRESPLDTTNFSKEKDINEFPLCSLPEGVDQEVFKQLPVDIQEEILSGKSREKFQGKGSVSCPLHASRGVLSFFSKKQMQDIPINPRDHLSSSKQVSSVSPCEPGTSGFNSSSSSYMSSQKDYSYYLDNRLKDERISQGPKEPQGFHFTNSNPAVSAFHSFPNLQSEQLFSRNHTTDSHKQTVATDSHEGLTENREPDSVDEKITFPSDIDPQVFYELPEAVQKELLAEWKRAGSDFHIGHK
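Pol iota at 10 nM preincubated 15 min with compounds at room temperature; reaction started with fluorescent substrate, 50 nM final. Fluorescence read kinetically at 0 and 10 min; buffer-only wells as negative control.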
G9a inh: G9a (human) methyltransferase inhibition; G9a H3K9 monomethylation, AlphaScreen, 2 h; Potency, µM (titrated, usually from 102 µM), inactives show at the top dose activity, negative = inhibition, usual class: inhibitors; 350,000 compounds, 8.8% hits; AID 504332; also: % is scaled to controls: 0 for no effect and ±100 for the full control effect; nearly all actives have a fitted effect of over 75% in size
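Chemiluminescent proximity detection of H3K9 monomethylation, read after 10 min bead incubation in the dark. Reaction: 20 nM G9a, 500 nM biotin-H3K9 peptide, 20 uM SAM cofactor, 2 h, room temperature, following 15 min enzyme-compound preincubation.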
POLB inh: blocks human DNA polymerase beta activity; Pol beta primer extension/strand displacement, fluorescence kinetic; 340,000 compounds, 1.3% hits; Potency, µM (titrated, usually from 114 µM), inactives show top-dose activity change, negative = inhibition, hits mostly inhibitors; P06746; also: % is scaled to controls: 0 for no effect and ±100 for the full control effect
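10 nM enzyme + cpd, 15 min RT; start with substrate 50 nM final; read 0 min and after 10 min RT. Corrected, normalized data; 4-parameter Hill curve fit.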
BLM inh: inhibitors of human Bloom syndrome helicase BLM; Potency, µM (titrated, usually from 56.1 µM), for the others: at the top dose activity change, negative = inhibition, most hits filed as inhibitors; P54132; AID 2528; recombinant BLM DNA unwinding, fluorescence dequenching; 350,000 compounds, 0.2% hits;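 also: plate controls were vehicle for no effect and no enzyme for full effect; nearly all actives have a fitted effect of over 35% in size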
BAZ2B inh: BAZ2B (human) inhibition; AID 504333; 360,000 compounds, 4.4% hits; AlphaScreen BAZ2B-H3K14Ac peptide displacement; Potency, µM (series often up to 114 µM), without a hit: at the highest dose activity change, negative = inhibition, actives largely listed as inhibitors; also: % is scaled to controls: 0 for no effect and ±100 for the full control effect; nearly all actives have a fitted effect of over 60% in size
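AlphaScreen luminescence quantifies BAZ2B engagement of H3K14Ac peptide; the protein and biotinylated peptide are both at 50 nM final, buffer PBS pH 7.4 with 0.01% Tween-20, all steps at room temperature.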
APEX1 inh: APE1 (human) endonuclease inhibition; recombinant APE1, TAMRA/BHQ-2 abasic DNA cleavage fluorescence; Potency, µM (doses to about 65.8 µM), inactives show top-dose activity change, negative = inhibition, most hits filed as inhibitors; 350,000 compounds, 0.35% hits; AID 2517;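 also: plate controls were vehicle for no effect and reference inhibitor for full effect; nearly all actives have a fitted effect of over 55% in size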
Target sequence (P27695 whole entry, looked up): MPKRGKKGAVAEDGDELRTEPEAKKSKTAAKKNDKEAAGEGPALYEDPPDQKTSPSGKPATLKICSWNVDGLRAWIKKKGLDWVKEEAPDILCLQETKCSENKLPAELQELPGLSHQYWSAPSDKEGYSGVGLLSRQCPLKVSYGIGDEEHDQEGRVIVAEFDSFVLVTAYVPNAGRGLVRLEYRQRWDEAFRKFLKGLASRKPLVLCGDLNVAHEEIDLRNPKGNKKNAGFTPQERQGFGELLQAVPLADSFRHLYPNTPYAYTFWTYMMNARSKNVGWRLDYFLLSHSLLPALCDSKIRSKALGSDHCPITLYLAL
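Compound pre-exposure to 0.75 nM APE1, 15 min at ambient temperature. Reaction initiated with 50 nM TAMRA/BHQ-2 THF substrate, read immediately in kinetic mode, 525 nm excitation, 598 nm emission.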
Apoferritin bind: binds horse apoferritin like a general anesthetic. 350,000 compounds, 0.074% hits. P02791. Potency, µM (series often up to 77.5 µM), without a hit: at the highest dose activity change, negative = displacement, actives largely listed as inhibitors. AID 485281. apoferritin/1-aminoanthracene competitive binding, fluorescence; also: % is scaled to controls: 0 for no effect and ±100 for the full control effect; nearly all actives have a fitted effect of over 20% in size
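Horse-spleen apoferritin (10 uM) was mixed with 50% saturated 1-aminoanthracene in PBS, exposed to compounds for 10 min at room temperature, and read for fluorescence (ex 380 nm, em 535 nm). Competitive displacement was fitted with a four-parameter Hill equation.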
Pol kappa inh: blocks human DNA polymerase kappa activity. Q9UBT6. purified Pol kappa, fluorescent DNA synthesis assay, 10 min. Potency, µM (top dose mostly 107 µM), without a hit: top-dose activity, negative = inhibition, actives largely listed as inhibitors. 400,000 compounds, 0.53% hits. AID 588579; also: % is scaled to controls: 0 for no effect and ±100 for the full control effect
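Readout: fluorescence, taken kinetically at 0 and 10 min. Conditions: 10 nM Pol kappa, 15 min RT compound preincubation, 50 nM substrate final. Controls: enzyme-free buffer wells.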
Numbers without * were called inactive; ? = inconclusive; / = no result given; & = joins results of further samples; [ ] = dose if it differs, or a comment. Calls follow the shape of the dose curve; as a rule, active = well fitted curve in the direction sought with a large enough effect; inconclusive = small, poorly fitted or top-dose-only effect, or another doubt; inactive = no such curve, though single readings can be large; an effect the other way counts as inactive or inconclusive. Potency is read from the fitted curve at half-maximal effect. These rows are one share of the data; count on the stated rates, not on these rows.

no.	mol	Pol eta inh	POLI inh	G9a inh	POLB inh	BLM inh
1	O=C1Nc2ccc(Br)cc2C(c2ccccc2)=NC1O (configuration not stated)	0%	?	3%	1%	-15%
2	CN1C[C@H](CO)C=C2c3cccc4[nH]cc(c34)C[C@H]21	-8%	?	?	0%	0%
3	CSC(=S)NCc1c[nH]c2ccccc12	/	/	1%[59 µM]	/	-7%&-2%
4	COCCOC(=O)C1=C(N)Oc2c(c(=O)oc3ccccc23)C1c1ccncc1 (configuration not stated)	11%	?	?	-27%	0%
5	Cc1ccc(NC(=O)N(C)C)cc1Cl	/	/	/	/	0%
6	CCOC(=O)c1c(NC(NC(=O)CF)C(Cl)(Cl)Cl)sc2c1CCCC2 (configuration not stated)	-12%	137%[activator]	45µM*	0%	-7%
7	COc1cc(C2Nc3c(C)cc(C)cc3-c3cc(C)nn32)cc(OC)c1O (configuration not stated)	-25%	20%	-17%[59 µM]	1%	-9%
8	CN(C)CC/C=C1\c2ccccc2Sc2ccc(Cl)cc21	-17%	17%	?	8%	-1%
9	CN1C(=O)C(=Cc2ccc(N(C)C)c([N+](=O)[O-])c2)C(=O)N(C)C1=O	/	/	117%[activator][59 µM]	-5%	1%
10	CN1CCN(S(=O)(=O)c2ccc(C3CCCCC3)cc2)CC1	-7%	17%	8.9µM*	/	/
11	Cc1ccc2c(c1)C1CN(C)CCC1N2C(=O)c1cn(-c2ccccc2)nc1-c1ccccc1 (configuration not stated)	-18%	3%	?	2%	-5%
12	O=C(Cc1ccccc1F)N1CCN(CC(=O)N2CCCC2)CC1	?	111%[activator]	/	/	/
13	CC(C)c1ccc(N=Nc2c(O)[nH]c(=O)[nH]c2=O)cc1	31%[activator]	23%	?	3%	-17%
14	C(#CCN1CCCCC1)COCc1ccccc1	-10%	161%[activator]	/	38%	3%
15	COC(=O)C1=C(c2ccc3ccccc3c2)C[C@@H]2CC[C@H]1N2C(=O)NCCCOC(C)C	-12%	7%	3%[2.33 µM]	/	/

no.	BAZ2B inh	APEX1 inh	Apoferritin bind	Pol kappa inh
1	-1%	12%	2%	-12%
2	-9%	22%	-4%	-25%
3	/	0%&21%	?	?
4	0%	3%	-17%	11%
5	/	1%	-16%	17%[60.1 µM]
6	-36%	?	2%	-8%
7	?	/	-7%	2%
8	?	4%	-11%	-27%
9	14%	-2%	-13%	/
10	7%	-7%	/	-15%
11	?	-1%	-22%	-20%
12	/	38%	/	-3%
13	-17%	-5%	-5%	8%
14	-14%	20%	-3%	-22%
15	0%	11%	/	0%

Next part:
no.	mol	Pol eta inh	POLI inh	G9a inh	POLB inh	BLM inh
16	Cn1cccc1/C=C1\C(=O)NC(=O)N(Cc2ccco2)C1=O	10µM*	7.9µM*	?	14µM*	-20%
17	Cc1ccc2c(c1)C(c1ccccc1)NCC(=O)N2 (configuration not stated)	-11%	22%	-33%	35%	-1%
18	COC(=O)C1=C(c2ccc(F)cc2OCc2ccccc2)C[C@@H]2CC[C@H]1N2C(=O)NCc1cccc(OC)c1	-23%	-6%	-9%[2.33 µM]	/	/
19	C#CC(C)(CC)NC(=O)Cn1nnc(-c2ccc(OCc3ccccc3C)cc2)n1 (configuration not stated)	-9%	8%	15%[59 µM]	1%	-5%
20	COc1cc(C2SCC(=O)Nc3c2c(C)nn3-c2ccccc2)cc(OC)c1OC (configuration not stated)	-3%	15%	-34%[59 µM]	-2%	-12%
21	COc1ccc(CCNCc2ccc(C)s2)cc1OC	15%	94%[activator]	-28%	-2%	-5%
22	CC(=O)OC1CCC2(/C=N/O)C(=CCC3C4CCC(=O)C4(C)CCC32)C1 (configuration not stated)	-12%	64%[activator]	18%	-2%	-8%
23	Oc1ccc(Cl)cc1Sc1cc(Cl)ccc1O	-3%	?	/	/	-15%
24	CN1CCCN(c2ccc([N+](=O)[O-])nc2)CC1	4%	-11%	?	-6%	0%
25	O=C1NCN(c2ccccc2)C12CCN(CCCOc1ccc(F)cc1)CC2	/	/	8%&8%[59 µM]	/	3%&-2%
26	CCCCCn1c(=O)c(C(=O)Nc2cnccn2)c(O)c2ccccc21	-20%	94%[activator]	/	7%	1%
27	O=C(Cc1ccccc1)OCC(=O)c1ccc(F)cc1	-6%	100%[activator]	/	/	/
28	Cc1nn(C)c(C)c1/C=C1/CC2C3CC=C4CC(O)CCC4(C)C3CCC2(C)C1=O (configuration not stated)	-3%	18%	11%[59 µM]	0%	-8%
29	CN(C)C1C(=O)C(C(N)=O)=C(O)C2(O)C(=O)C3=C(O)c4c(O)cccc4C(C)(O)C3C(O)C12 (configuration not stated)	-9%	-8%	/	11µM*	-8%
30	CCOC(=O)C(NC(=O)CCl)(Nc1ccc(C(O)(C(=O)OCC)C(F)(F)F)cc1)C(F)(F)F (configuration not stated)	-9%	10%	-16%[59 µM]	4%	-5%

no.	BAZ2B inh	APEX1 inh	Apoferritin bind	Pol kappa inh
16	56µM*	14µM*	-17%	22µM*
17	-10%	-5%	-10%	-4%
18	-2%	-8%	/	-12%
19	-20%	/	99%[activator]	-4%
20	-8%	2%	-17%	-3%
21	-18%	-6%	-5%	-8%
22	-5%	10%	-10%	3%
23	/	-5%	/	-22%
24	-15%	62%[activator]	-6%	0%
25	/	9%&-1%&-1%	-3%&-8%	-2%&1%&-8%[19.4 µM]
26	14%	1%	-3%	-2%
27	/	10%	/	-11%
28	-1%	5%	-13%	-7%
29	2µM*	-21%	-10%	-4%
30	2%	-1%	?	-13%

Reprinted from the entries so far (3 entries):
no.	mol	Pol eta inh	POLI inh	G9a inh	POLB inh	BLM inh
9	CN1C(=O)C(=Cc2ccc(N(C)C)c([N+](=O)[O-])c2)C(=O)N(C)C1=O	/	/	117%[activator][59 µM]	-5%	1%
10	CN1CCN(S(=O)(=O)c2ccc(C3CCCCC3)cc2)CC1	-7%	17%	8.9µM*	/	/
11	Cc1ccc2c(c1)C1CN(C)CCC1N2C(=O)c1cn(-c2ccccc2)nc1-c1ccccc1 (configuration not stated)	-18%	3%	?	2%	-5%

no.	BAZ2B inh	APEX1 inh	Apoferritin bind	Pol kappa inh
9	14%	-2%	-13%	/
10	7%	-7%	/	-15%
11	?	-1%	-22%	-20%

(continued)
no.	mol	Pol eta inh	POLI inh	G9a inh	POLB inh	BLM inh
31	CCCCn1c(O)c(C(=O)/C=C/c2ccc3c(c2)OCO3)c(=O)[nH]c1=O	8%	2%	/	-3%	-11%
32	CCCCOc1ccc(CC2C(=O)N(C)C(=O)N(C)C2=O)cc1	-3%	-12%	-44%[59 µM]	?	-3%
33	CCOC(=O)C1(CCOc2ccccc2)CCN(Cc2ccc(C)s2)CC1	-10%	-12%	/	1%	-3%
34	Cc1ccccc1C1=NCC(=O)N(CC(=O)N2CCCCC2)c2sc(C)c(C)c21	-11%	16%	-2%[59 µM]	3%	3%
35	COC(=O)C1=C(c2ccc(OC(F)(F)F)cc2)C[C@@H]2CC[C@H]1N2C(=O)NC(C)C	-19%	49%[activator]	5%[2.33 µM]	/	/
36	C[C@H](NC(C)(C)C)C(=O)c1cccc(Cl)c1	/	/	?	/	6%[21.4 µM]
37	COc1cc(CC(=O)OCC2=C[C@H]3[C@@H]4C(C)(C)[C@]4(OC(C)=O)[C@H](OC(=O)Cc4ccccc4)[C@@H](C)[C@]3(O)[C@@H]3C=C(C)C(=O)[C@@]3(O)C2)ccc1O	/	/	?	/	-13%
38	CC(=NC(C)c1ccccc1)c1c(O)[nH]c(=O)[nH]c1=O (configuration not stated)	-14%	4%[58.9 µM]	5%[2.33 µM]	25%	1%
39	CN1CCN(c2ccc(C(N)=O)cc2N)CC1	-11%	25%	-51%	41%	2%
40	COC(=O)C1=C(c2ccc(OC(F)(F)F)cc2)C[C@@H]2CC[C@H]1N2C(=O)NCCCOC(C)C	-11%	37%	-6%[2.33 µM]	/	/
41	CCOC(=O)N(c1ccccc1)P1(=S)OCCO1	2%	?	?	1%	0%
42	C=COCCn1c(C)c(C(C)=O)c2cc(O)ccc21	-17%	48%[activator]	-17%	6%	1%
43	CC(C)CNC(=O)/C=C/C=C/CCCCCC/C=C/c1ccc2c(c1)OCO2	-3%	11%	/	/	/
44	COc1cc(C2C(C#N)=C(N)OC3=C2C(=O)CC(C)(C)C3)ccc1OC(=O)N1CCOCC1 (configuration not stated)	-10%	127%[activator]	0%[12.7 µM]	1%	2%
45	CCOc1cc(C=O)ccc1O	-4%	22%	/	/	/

no.	BAZ2B inh	APEX1 inh	Apoferritin bind	Pol kappa inh
31	5%	-1%	6%	-12%
32	6%	-5%	-11%	-15%
33	-4%	14%	-6%	-4%
34	-5%	4%	-14%	0%
35	4%	17%	/	-2%
36	/	/	2%[29.3 µM]	0%[19.4 µM]
37	/	6%	-15%	-20%[60.1 µM]
38	8%	5%	-9%	-2%
39	10%	10%	-14%	-15%
40	-28%	47%[activator]	/	16%
41	7%	0%	-16%	-14%
42	-39%	2%	2%	-4%
43	/	3%	/	-7%
44	-2%	-5%	3%	0%
45	/	17%&1%	/	-3%

Continued:
no.	mol	Pol eta inh	POLI inh	G9a inh	POLB inh	BLM inh
46	COP(=O)(OC)C(Nc1ccccn1)c1ccccc1 (configuration not stated)	-12%	15%	6%	10%	-2%
47	CC(NC(=O)Cc1cccc2ccccc12)C(=O)N1CCC(=O)CC1 (configuration not stated)	-19%	32%[activator]	-10%[59 µM]	32%	-2%
48	CC1CCN(C(=O)N2c3ccccc3Sc3ccccc32)CC1	-22%	4%	7%	18%	-3%
49	Cc1cccc(Cn2c(SCc3ccc(C(=O)NC4CCCCC4)cc3)nc3cccnc32)c1	-3%	-6%	?	-19%	-4%
50	CCOC(=O)C1SC2(C(F)(F)F)CC1(O)c1c(C)cc(C)nc1O2 (configuration not stated)	-4%	7%	20%[59 µM]	-5%	-6%

no.	BAZ2B inh	APEX1 inh	Apoferritin bind	Pol kappa inh
46	-16%	-3%	-4%	-3%
47	-10%	18%	-3%	-15%
48	11%	15%	41%[activator]	-7%
49	-9%	/	1%	-21%
50	3%	5%	3%	2%
